GAA glycogen – qHTS Assay for Inhibitors and Activators of Human alpha-Glucosidase Cleavage of Glycogen; 300,000 tested, 0.38% active; Potency, µM (top dose mostly 76.4 µM), for the others: at the highest dose activity change, negative = inhibition, actives largely listed as inhibitors; Lysosomal alpha-glucosidase (Homo sapiens), P10253; recombinant GAA, glycogen substrate, Amplex Red glucose oxidase fluorescence; active = well fitted inhibition curve with a large enough effect;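 also: 0% = full enzyme reaction and -100% = no-enzyme basal signal; the screen sought inhibitors and activators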
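Recombinant human enzyme (4 nM); glycogen substrate; 37 C, 40 min, pH 5.0. Readout: coupled glucose oxidase/Amplex Red fluorescence.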
* = called active by the depositor; [ ] = dose if it differs, or a comment. Potency is read from the fitted curve at half-maximal effect. The list is partial (hit frequency here may not be typical).

GAA glycogen	compound
-3%	O=C(CCN1C(=O)/C(=C/c2ccc3c(c2)OCO3)SC1=S)Nc1ccc(C(=O)O)cc1
5%	O=C(CCS(=O)(=O)Cc1ccccc1F)NCCc1ccc(Cl)cc1
-6%[76.3 µM]	CC(=O)c1c(C)oc2ccc(N(C(=O)Oc3ccccc3)S(=O)(=O)c3ccc(Cl)cc3)cc12
1%	O=C(NCCc1ccccn1)c1cncc(Br)c1
-1%[76.3 µM]	O=C(CSc1nnc(CNC(=O)c2ccco2)o1)Nc1ccccc1C(F)(F)F
1%[76.3 µM]	COc1ccccc1CN1CC(C(=O)NCc2cc(F)ccc2C)CCC1=O (stereo not drawn)
-4%[76.3 µM]	CCc1ccc(-n2nc(CO)c(C(=O)NCCc3ccccc3)n2)cc1
-11%[76.3 µM]	CCc1ccc(CN(Cc2cn[nH]c2-c2ccc(OC)cc2)C(=O)Nc2ccc(C)c(F)c2)cc1
-6%[76.3 µM]	O=C(Nc1ccc(S(=O)(=O)N2CCC(c3nc4ccccc4s3)CC2)cc1)c1ccc(F)cc1
-3%[76.3 µM]	CC(C)NC(=O)C1c2ccccc2Oc2ccccc21
3%[76.3 µM]	O=C1CN(C(=O)Cc2ccccc2)C(c2ccc(F)cc2)c2cc(Br)ccc2N1 (stereo not drawn)
14%[76.3 µM]	Cc1cc(C)c(NC(=O)Cn2c(=O)n(CC(=O)NCc3ccccc3Cl)c(=O)c3sccc32)c(C)c1
0%[76.3 µM]	CCOC(=O)C1=C(CCc2ccccc2)NC(=O)NC1c1cccc([N+](=O)[O-])c1 (stereo not drawn)
3%[76.3 µM]	Cc1cc(-c2nnc(SCC(=O)Nc3ccc(F)cc3)n2N)n[nH]1
-11%[76.3 µM]	COc1ccc([N+](=O)[O-])cc1-c1nc2ccccc2nc1-c1ccccc1
-7%	COc1ccc(NC(=O)CCCNC(=O)Cn2cnc3sc4c(c3c2=O)CCCC4)cc1OC
-1%[76.3 µM]	CCOC(=O)c1ccc(NC(=S)N2CCN(C)CC2)cc1
16%[76.3 µM]	Cc1ccc(-n2c(=O)c3c(cnn3C)n(CC(=O)Nc3ccccc3C)c2=O)cc1
1%[76.3 µM]	Cc1cc(C)c(NC(=O)CS(=O)CC(=O)Nc2ccc(N3CCOCC3)cc2)c(C)c1 (stereo not drawn)
0%[76.3 µM]	N#Cc1c(NC(=O)C(=O)NCCCN2CCOCC2)sc2c1CCCC2

Reformatted: entries from further up
| compound | GAA glycogen |
| --- | --- |
| O=C(NCCc1ccccn1)c1cncc(Br)c1 | 1% |
| O=C(CSc1nnc(CNC(=O)c2ccco2)o1)Nc1ccccc1C(F)(F)F | -1%[76.3 µM] |

(cont.)
GAA glycogen	compound
6%[76.3 µM]	CCOC(=O)c1cc(OC(=O)c2ccccc2C)n(-c2ccccc2)n1
0%[76.3 µM]	COC(=O)c1ccc(NC(=O)CCNS(=O)(=O)c2cccc3nsnc23)cc1
2%[76.3 µM]	Cc1ccc(Cn2cc(CCC(=O)NC3CCCCC3)c3ccccc32)cc1
-14%	C=CCOc1ccc(/C=N/NC(=O)C(=O)N2CCCCCC2)cc1OC
-1%[76.3 µM]	O=C(O)CN1CCN(C(c2ccccc2)c2ccccc2)CC1
-3%[76.3 µM]	Cc1cc(C)c(NC(=O)CSC2=Nc3ccccc3C3=NC(CC(=O)NCc4cccs4)C(=O)N23)c(C)c1 (stereo not drawn)
-2%[76.3 µM]	CCCc1cc(=O)[nH]c(SCC(=O)N2C(C)CCCC2C)n1 (stereo not drawn)
-3%	O=C(CSc1nc2ccccc2c(=O)n1Cc1ccco1)Nc1cccc(O)c1
2%[76.3 µM]	CC(C)(C)c1ccc(C(=O)Nc2ccc(C(=O)N3CCCC3)cc2)cc1
-4%[76.3 µM]	CC(C)(C)NC(=O)c1cc(-c2ccc3c(c2)OCO3)nc2ccccc12
2%[76.3 µM]	O=C(CCc1nnc2ccc(NCc3ccco3)nn12)Nc1ccccc1F
18%[76.3 µM]	CCc1nn(CC(=O)NCCCOC)c(=O)c2cc3occc3n12
0%	COc1ccc(NS(=O)(=O)c2ccc3c(c2)OCCO3)cc1OC
-6%	O=C(CCc1nc(-c2ccccc2)no1)Nc1cccnc1
0%[76.3 µM]	Cc1ccc(OCC(=O)Nc2cc3nn(-c4ccccc4)nc3cc2C)cc1
-2%	COc1cccc(/C=N/Nc2ncc(C)c(=O)[nH]2)c1OC
-1%[76.3 µM]	O=S(=O)(c1cccs1)N1CCN(CCc2ccccc2)CC1
6%	CC1=C(C(N)=O)C(c2ccc(Cl)c(Cl)c2)n2ncnc2N1 (stereo not drawn)
-4%	CN(C)c1ccc(C(C[N+](=O)[O-])c2c(N)n(C)c(=O)n(C)c2=O)c(F)c1C#N (stereo not drawn)
5%[76.3 µM]	CCCn1c(=O)c(C(=O)NNC(=O)c2ccccc2Cl)c(O)c2ccccc21

Brought forward from above: 2 entries, followed by the next part.
GAA glycogen	compound
-4%	CN(C)c1ccc(C(C[N+](=O)[O-])c2c(N)n(C)c(=O)n(C)c2=O)c(F)c1C#N (stereo not drawn)
5%[76.3 µM]	CCCn1c(=O)c(C(=O)NNC(=O)c2ccccc2Cl)c(O)c2ccccc21
2%	Cc1ccc2cc(CN(CCCO)S(=O)(=O)c3ccccc3F)c(=O)[nH]c2c1C
4%[76.3 µM]	Cc1csc2nc(COc3ccc(NC(=O)COc4ccccc4)cc3)cc(=O)n12
-12%[76.3 µM]	CC1CCCN(C(=O)c2cc3c(=O)n(C)c4ccccc4c3s2)C1 (stereo not drawn)
1%	CC(C)(C)c1ccc(Oc2coc3cc(OCC(=O)O)ccc3c2=O)cc1
17%[76.3 µM]	CCOc1ccc(C(=O)Nc2ccc3nc(SCC(=O)N4CCCC4)sc3c2)cc1
-14%[76.3 µM]	COc1ccc(CCCNC(=O)C2CCC(=O)N(CCc3cccc(F)c3)C2)cc1 (stereo not drawn)
13%	Cc1cc(NC(=O)CSc2nc3c(C)cccc3cc2C)no1
1%[76.3 µM]	Cc1nc2nc(CNC(=O)OC(C)(C)C)nn2c(C)c1CCC(=O)Nc1ccc2c(c1)OCO2
16%[76.3 µM]	COCCn1cc(-c2csc(N)n2)c2ccccc21
-4%	N=c1oc2cc(O)ccc2cc1C(=O)Nc1ccc(F)cc1
-3%[76.3 µM]	Clc1ccc(CNC2CCN(Cc3ccccc3)CC2)cc1
-1%[76.3 µM]	O=C(Nc1noc2ccccc12)c1ccc(F)cc1
-13%[76.3 µM]	COc1ccc(-n2cc(C(=O)NC(C)c3ccccc3)c3ccccc3c2=O)cc1 (stereo not drawn)
15%[76.3 µM]	COc1ccc(-n2nc(C(=O)NCc3ccc(F)cc3Cl)c3c4ccccc4n(C)c3c2=O)cc1Cl
4%[76.3 µM]	Cc1ccc(CNc2c(C=O)c(=O)[nH]c3ccccc23)cc1
-12%[76.3 µM]	Cc1ccc(S(=O)(=O)Nc2cccc(-c3ccc(N4CCCCCC4)nn3)c2)cc1
-1%[76.3 µM]	COc1cccc(NC(=O)Cn2cnc3c(nc4n3CCCCC4)c2=O)c1
-22%[76.3 µM]	CCCc1nnc(NC(=O)CCC(=O)N2CCN(S(=O)(=O)c3ccc(OC)cc3)CC2)s1
-2%[76.3 µM]	Cc1cccc(-c2nc(CS(=O)CC(=O)NC3CCCCC3)c(C)o2)c1 (stereo not drawn)
18%[76.3 µM]	COCCN1C(=S)N[C@@H](c2ccccc2)C(C(=O)OC)=C1C

Filtered by structure, the compounds so far with bromine.
GAA glycogen	compound
1%	O=C(NCCc1ccccn1)c1cncc(Br)c1
3%[76.3 µM]	O=C1CN(C(=O)Cc2ccccc2)C(c2ccc(F)cc2)c2cc(Br)ccc2N1 (stereo not drawn)

The results go on.
GAA glycogen	compound
17%[76.3 µM]	CC1CCCCN1CCCNc1c(C=O)c(=O)[nH]c2ccccc12 (stereo not drawn)
14%[76.3 µM]	O=C(Nc1ccc2nc(SCC(=O)N3CCCC3)sc2c1)c1cccc(Cl)c1
1%	CC(=O)c1cccc(OCC(O)CNCCc2ccc(Cl)cc2)c1 (stereo not drawn)
2%	CCOC(=O)c1ccc(NC(=O)c2nc(SC)ncc2Cl)cc1
-3%[76.3 µM]	CC1(C)Cc2c(sc(NC(=O)c3ccc4c(c3)OCCO4)c2C(N)=O)C(C)(C)N1
1%	CC(NC(=O)Cn1cnnn1)c1cccc(C(F)(F)F)c1 (stereo not drawn)
-2%[76.3 µM]	COc1cc(OC)cc(C(=O)Nc2ccc3c(c2)n(C)c(=O)n3C)c1
17%[76.3 µM]	COc1ccc2c(c1)c(C(=O)O)c(C)n2CCc1ccc(OC)c(OC)c1

Some of the entries above, set out differently.
| structure | GAA glycogen |
| --- | --- |
| CC(NC(=O)Cn1cnnn1)c1cccc(C(F)(F)F)c1 (stereo not drawn) | 1% |
| O=C(Nc1ccc2nc(SCC(=O)N3CCCC3)sc2c1)c1cccc(Cl)c1 | 14%[76.3 µM] |
| CCOC(=O)c1ccc(NC(=O)c2nc(SC)ncc2Cl)cc1 | 2% |
| CC1CCCCN1CCCNc1c(C=O)c(=O)[nH]c2ccccc12 (stereo not drawn) | 17%[76.3 µM] |
